Screening data as filed in PubChem BioAssay.
CXCR6 block: inhibitors of human CXCR6 receptor; CHO-K1 PathHunter CXCR6 beta-arrestin, luminescence; 0.36% of 360,000 active; O00574; inhibition, % at 20 µM; in the data active = inhibition above about 34%, passing the limit was not always enough;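 note: antagonist mode with CXCL16 agonist at 10 nM final; 0% = 10 nM CXCL16 with DMSO and 100% = unstimulated wells without agonist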
CHOP UPR activ: activators of apoptotic arm of unfolded protein response (CHOP); CHO-CHOP luciferase reporter, UPR activation, luminescence; percent of tunicamycin response over DMSO baseline; activation, % at 10 µM; 0.34% of 330,000 active; AID 449763;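 active = at 10 µM dose, activation of 40% or more, normalized to positive control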;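 note: 100% = tunicamycin at 10 µg/mL and 0% = DMSO alone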
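Test system: CHO-CHOP cells, stable luciferase reporter of PERK-eIF2a-CHOP signalling | Quantity: 500 CHO-CHOP cells per well | Buffer or medium: F12 plus 10% serum | Compound dosing: 10 µM single point, 0.5% DMSO | Schedule: 6 h compound treatment, 37 °C | Signal: Luciferase luminescence | Control set: Tunicamycin high control, DMSO low control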
APJ ag: APJ receptor agonism. P35414. CHO-K1 APJ PathHunter beta-arrestin, luminescence; 0% DMSO wells, 100% apelin. activation, % at 20 µM. 0.11% of 330,000 active;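 active = activation more than six SD over the plate average, tested at 20 µM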;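 note: 0% = DMSO alone and 100% = apelin-13 at 10 nM; some results filed as inactive read as strong as hits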
Target sequence (P35414 whole entry, looked up): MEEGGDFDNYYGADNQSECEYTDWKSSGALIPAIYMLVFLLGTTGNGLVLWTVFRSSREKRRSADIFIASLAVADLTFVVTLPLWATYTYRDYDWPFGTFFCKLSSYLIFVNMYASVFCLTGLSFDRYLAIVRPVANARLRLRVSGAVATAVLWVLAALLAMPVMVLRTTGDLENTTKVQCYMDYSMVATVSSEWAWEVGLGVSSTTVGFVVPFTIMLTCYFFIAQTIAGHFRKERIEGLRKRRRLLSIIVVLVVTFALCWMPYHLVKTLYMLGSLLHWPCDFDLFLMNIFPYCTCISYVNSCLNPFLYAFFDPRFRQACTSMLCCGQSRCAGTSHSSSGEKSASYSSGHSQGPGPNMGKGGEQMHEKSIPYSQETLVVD
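Material: CHO-K1 APJ beta-arrestin complementation cell line; Input: cell density 1000 per well; Incubation: compound stimulation 90 min at 25 °C, detection 60 min; Signal: luminescence from split beta-galactosidase complementation, Galacton Star/Emerald II substrate; Controls: DMSO-only wells as negative, 10 nM Apelin-13 as positive control.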
APJ antag: antagonists of human APJ apelin receptor; P35414; CHO-K1 APJ beta-arrestin complementation, luminescence; inhibition, % at 20 µM; 0.32% of 330,000 active; AID 2521;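 active = inhibition above about 40% at 20 µM, limit read from the data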;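 note: cells challenged with 10 nM apelin-13 agonist together with compound; plate controls were apelin-13 plus DMSO wells for no effect and DMSO wells lacking apelin-13 for full effect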
Mdm2 MdmX PPI: human Mdm2/MdmX binding inhibition | O15151+Q00987 | SaOS-2 split-luciferase Mdm2/MdmX complementation, luminescence | inhibition, % at 8 µM | 3% of 330,000 active;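 active = inhibition of at least 50% at 8 µM in the primary screen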
CCR6 antagonist: antagonists of human CCR6 receptor. 0.49% of 340,000 active. CHO-K1 CCR6 PathHunter beta-arrestin, luminescence, CCL20-stimulated. inhibition, % at 20 µM. P51684;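 active = compounds whose inhibition of the agonist-driven luminescence signal at 20 µM reaches about 50%, limit read from the data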;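 note: cells stimulated with CCL20 at 14 nM final; plate controls were DMSO with CCL20 for no effect and DMSO without agonist for full effect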
Target sequence (P51684 whole entry, looked up): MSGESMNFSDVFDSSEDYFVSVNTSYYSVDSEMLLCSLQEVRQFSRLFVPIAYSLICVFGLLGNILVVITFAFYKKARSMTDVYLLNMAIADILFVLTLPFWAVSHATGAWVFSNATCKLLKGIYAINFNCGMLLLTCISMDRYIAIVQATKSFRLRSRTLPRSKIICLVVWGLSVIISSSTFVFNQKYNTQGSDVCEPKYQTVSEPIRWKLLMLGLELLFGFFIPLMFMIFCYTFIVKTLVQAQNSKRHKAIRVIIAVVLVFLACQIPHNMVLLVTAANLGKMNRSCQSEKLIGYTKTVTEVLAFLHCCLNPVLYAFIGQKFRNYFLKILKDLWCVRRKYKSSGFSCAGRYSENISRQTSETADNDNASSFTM
XBP1 UPR activ: adaptive UPR (XBP1) activation. CHO-XBP1 luciferase reporter, IRE1-XBP1 UPR activation, luminescence; percent of tunicamycin response, DMSO as zero. activation, % at 20 µM. 0.33% of 330,000 active. AID 463104;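 active = versus positive control, 20 µM dose yields 30% or more activation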;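 note: 100% = tunicamycin at 10 µg/mL and 0% = DMSO only wells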
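Material: IRE1-XBP1 luciferase reporter CHO line / Quantity: one thousand reporter cells per well / Buffer or medium: F12 with 10% serum / Compound: 20 µM single concentration, DMSO 1% / Times: 6 h treatment, 37 °C / Detection: Steady-Glo luciferase glow luminescence, 10 min after reagent addition / Benchmarks: tunicamycin high, DMSO low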
EBI2 antag: antagonists of human EBI2 receptor | 0.81% of 360,000 active | EBI2 beta-arrestin recruitment, luminescence, 7a,25-OHC stimulated | P32249 | inhibition, % at 5 µM; in the data active = inhibition above about 38%;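 note: enzyme fragment complementation signal reports receptor beta-arrestin coupling in cells; 0% = agonist plus DMSO wells and 100% = wells without agonist; some results beyond the cut were filed as inactive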
tim23-1 inh: inhibits growth of tim23-1 mutant yeast. S. cerevisiae tim23-1 growth, BacTiter-Glo luminescence, 24 h. inhibition, % at 20 µM. 1.3% of 330,000 active;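 active = growth inhibition of the mutant yeast at or above 50%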;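 note: temperature-sensitive mutant grown at 25 °C; plate controls were DMSO-treated mutant yeast for no effect and medium wells lacking yeast for full effect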
* = called active by the depositor; . = not tested or not shown.

SMILES	CXCR6 block	CHOP UPR activ	APJ ag	APJ antag	Mdm2 MdmX PPI	CCR6 antagonist	XBP1 UPR activ	EBI2 antag	tim23-1 inh
C/C(=N\NC(=O)c1ccccc1O)c1ccc(Br)s1	-6	3.6	-4	4	-32	-2	4	-5	-12
O=C(COC(=O)C1=COCCO1)Nc1ccc(F)cc1	3	1.7	1	-11	5	2	0	3	-1
O=C(Nc1ncccn1)c1ccc([N+](=O)[O-])o1	-12	0.6	0	-14	-12	-13	0	-13	5
O=C(/C=C/c1ccc([N+](=O)[O-])cc1)c1ccco1	-8	1.0	4	-9	10	0	0	-19	28
COc1ccc(C2=NOC(COc3ccc([N+](=O)[O-])cc3)C2)cc1 (stereo unspecified)	13	-0.7	-4	11	9	8	-1	14	5
CCn1c(CNC(=O)c2cccc(C)c2)nnc1SCC(=O)Nc1cccc(OC)c1	-1	-1.9	-6	-1	11	2	-2	-2	-6
CCCCCCC(=O)Oc1ccc(N2C(=O)CCC2=O)cc1	-6	-2.5	-3	12	-11	1	1	-2	16
CCNC(=S)NNC(=O)c1cc(Br)cs1	6	-1.6	-2	7	8	13	-1	-8	10
CCOC(=O)c1cc2c(ccn2C)n1Cc1ccc(C#N)cc1	-5	0.1	-2	3	16	13	1	13	17
CCOc1ccccc1NC(=O)CSc1nc(N)c(C#N)cc1C#N	4	4.2	-2	-1	29	12	3	3	-7
C/C(=N\O)c1ccccc1C(=O)O	-3	-1.3	2	0	24	-14	-2	-9	0
O=C(c1cccc(S(=O)(=O)Nc2ccc(F)cc2)c1)N1CCCC1	-3	0.1	-3	9	29	5	4	-7	11
COc1cccc2sc3cc(NCc4ccc5c(c4)OCO5)ccc3c(=O)c12	-4	2.8	-3	-5	-18	4	0	1	68*
CCOC(=O)COc1ccc(S(=O)(=O)NC2CC2)cc1	-9	0.9	-2	-10	25	-10	-2	-14	11
CCN(CC)CCC(c1cc(OC)c(OC)c(OC)c1)c1c(OC)cc(OC)c2ccc(=O)oc12 (stereo unspecified)	5	2.2	5	-44	3	10	1	-6	5
CN(C)/C=C1/C(=O)N(c2ccc([N+](=O)[O-])cc2)N=C1c1ccccc1	.	5.2	-1	6	-72	.	2	.	22
CCc1cccc(C)c1NC(=O)CCNC(=O)c1cccc(C)c1	-5	1.7	-3	16	14	5	-3	-3	18
CCN1CCN(CCNC(=O)CCCn2nc(C)c3c(C)n(-c4ccc(C)cc4)nc3c2=O)CC1	-6	0.1	0	-9	-3	-7	-5	-8	9
C/C(=N\NC(=O)c1nnn(-c2nonc2N)c1C)c1ccc(OCc2ccccc2)cc1	10	2.9	-3	12	23	12	0	1	8
Cc1ccccc1/C=C\c1nc(O)c([N+](=O)[O-])c(=O)[nH]1	0	0.7	-4	19	-1	10	1	3	-4
COc1ccc(-c2cn(-c3ccccc3)nc2CO)cc1	-6	5.7	-2	0	3	9	2	-13	13
Cc1nc(SCC(=O)Nc2nccs2)c(C#N)c(C)c1C	2	-3.3	1	-2	68*	11	-6	2	-19
CCCCN1C(=O)N(C)C2NC(=O)NC21 (stereo unspecified)	9	-1.0	1	-1	-14	-9	-2	1	16
O=C(CN(CC1CCCO1)C(=O)CNS(=O)(=O)c1ccc(Cl)cc1)NC1CCCCC1 (stereo unspecified)	-1	-0.1	-4	-8	6	-13	1	-12	0
CCCC[C@@H]1CN=C(N)N1CCCC	-3	-1.0	-4	-53	16	0	-1	2	1
Cc1cccc(C)c1NC(=O)C/C(N)=N/O	7	-0.2	0	10	18	15	1	-1	-11
CCN(C(=O)CSc1nnc(-c2cccs2)o1)C1CCS(=O)(=O)C1 (stereo unspecified)	4	1.4	-1	-27	-4	-2	1	18	4
Cc1ccc(CNC(=O)c2ccc(Cl)cc2[N+](=O)[O-])cc1	-3	-0.6	-1	-11	6	8	0	-3	6
CCOC(=O)N1CCN(c2nc(-c3ccccc3)c3ccccc3n2)CC1	4	1.0	-2	2	10	17	-2	9	19
CC(C)(C)NC(=O)NC(=O)COC(=O)CNC(=O)C1CCCCC1	-2	-0.6	-3	-4	-8	1	-2	0	4
COC(=O)CSc1[nH]c(=O)cc(C)c1C#N	-10	-2.6	-3	23	18	-10	11	-6	-4
CCc1nc(C)cn1S(=O)(=O)c1cc(Br)c(C)cc1OC	3	0.0	-1	-11	20	13	-4	13	30
Cc1cc(C(=O)CSc2nn3c(=O)c(C(C)(C)C)nnc3s2)c(C)n1C	4	0.0	-4	3	8	5	0	-4	10
C/C(=N\NC(=O)C1(C)CC1(Br)Br)c1cccc(NC(=O)c2ccc(C)o2)c1 (stereo unspecified)	-8	2.0	3	-48	61*	-13	-2	-11	34
CC(=O)Nc1ccc(SCC(=O)c2cc(C)n(-c3ccccc3F)c2C)cc1	4	2.6	6	1	72*	11	-3	-5	40
CCC1CN(C(=O)Nc2ccc(C)cc2)c2cc(C)ccc2O1 (stereo unspecified)	-3	-2.1	-2	5	20	13	-4	3	18
O=C(O)CSc1c2c(nc3cc(C(=O)N4CCOCC4)ccc13)CCCC2	12	1.8	3	14	16	-9	1	2	11
NC(=O)C[C@@H]1NC(=O)[C@H](CCC(=O)O)NC(=O)c2cc([N+](=O)[O-])cc(I)c2OCC[C@@H](C(N)=O)NC1=O	3	1.6	-5	15	32	11	-5	-23	-8
O=S(=O)(NCC1CCCO1)c1ccc(Oc2ccccc2)cc1 (stereo unspecified)	-13	1.6	-2	3	14	-17	0	0	13
CCC1CCC/C1=N\NC(=O)c1ccc(Cl)cc1 (stereo unspecified)	-13	0.5	-4	-3	32	6	2	-2	2
COc1ccc(/C=C2\CCc3ccccc3C2=O)c(OC)c1OC	1	2.5	-4	10	-15	-1	-1	2	24
CN(C)C(=O)N(CCCN1CCOCC1)Cc1cccc2ccccc12	-4	1.1	-1	-12	7	16	2	-2	3
Cc1cc(=O)cc(C)n1-c1ccc(F)cc1F	-2	3.2	-3	-18	3	5	3	3	-4
CC(C)(C)OC(=O)N[C@@H](C(=O)OC(C)(C)C)c1ccc2c(c1)OCO2	-2	1.2	-4	13	31	19	-4	1	40
O=C(Cc1ccccc1)NNC(=S)NC(=O)c1cccs1	10	0.8	-1	12	11	6	-2	4	-19
O=C(CCn1ccc2cc(S(=O)(=O)N3CCCC3)ccc21)NCc1ccccc1	9	1.2	-4	8	22	13	-3	-1	-5
Cc1cc(OC(C)C(=O)N2CCN(c3ccc(F)cc3)CC2)c2c(C)cc(=O)oc2c1 (stereo unspecified)	13	2.8	1	-3	21	14	-3	11	9
COc1ccccc1OCC(=O)NCc1ccco1	-2	-1.7	-3	3	6	-9	0	-9	1
Cc1cc(=O)oc(C)c1C(=O)N1CCN(Cc2ccc3c(c2)OCO3)CC1	6	-1.9	0	17	18	-18	-3	-3	15
O=C(NCc1ccncc1)C12CC3CC(CC(C3)C1)C2	-3	5.4	-4	5	1	-4	1	-5	1

In the list so far, 4 have a thiophene ring, fused or not.
SMILES	CXCR6 block	CHOP UPR activ	APJ ag	APJ antag	Mdm2 MdmX PPI	CCR6 antagonist	XBP1 UPR activ	EBI2 antag	tim23-1 inh
C/C(=N\NC(=O)c1ccccc1O)c1ccc(Br)s1	-6	3.6	-4	4	-32	-2	4	-5	-12
CCNC(=S)NNC(=O)c1cc(Br)cs1	6	-1.6	-2	7	8	13	-1	-8	10
CCN(C(=O)CSc1nnc(-c2cccs2)o1)C1CCS(=O)(=O)C1 (stereo unspecified)	4	1.4	-1	-27	-4	-2	1	18	4
O=C(Cc1ccccc1)NNC(=S)NC(=O)c1cccs1	10	0.8	-1	12	11	6	-2	4	-19

(list continues)
SMILES	CXCR6 block	CHOP UPR activ	APJ ag	APJ antag	Mdm2 MdmX PPI	CCR6 antagonist	XBP1 UPR activ	EBI2 antag	tim23-1 inh
CCOC(=O)c1cc(CC)sc1/N=C/C1C(=O)CC(C)(C)CC1=O	-3	-0.2	1	0	21	9	1	5	8
CC(=O)/C=C/c1ccc(C)o1	-1	0.6	-1	1	-3	5	1	-1	16
Cc1cccc2cc(CN(CCCN3CCOCC3)Cc3nnnn3C(C)(C)C)c(=O)[nH]c12	-14	0.2	2	-7	2	-2	-1	-4	9
CC(C)Cn1c(-c2ccc(F)cc2)n[nH]c1=S	-13	1.2	-1	12	-3	-6	-2	6	5
CCOC(=O)C1(Cc2cccc(OC)c2)CCN(Cc2ccon2)CC1	6	0.0	1	2	12	16	-1	14	11
Cc1cccc(Cn2nnc3c2C(=O)c2ccccc2C3=O)c1	-6	0.3	2	-59	42	12	1	-5	31
NC(=O)Cn1nc(C(F)(F)F)c2c1CCCC2	-5	-0.2	-3	-4	26	-1	-2	-4	15
COC(=O)CN1C(=O)C(O)(CC(=O)c2ccc(C)cc2)c2ccccc21 (stereo unspecified)	-1	-1.2	1	-26	-10	3	-1	-4	0
Clc1ccc(Cc2noc(-c3cccs3)n2)cc1	1	3.1	-5	1	-42	12	4	-3	1
O=c1[nH]cnc2nn(-c3ccccc3)nc12	-15	6.4	-3	5	-25	-24	2	-14	0
COc1cc2ccccc2cc1C(=O)NNC(=O)c1ccccc1O	0	-0.6	-3	4	56*	.	-2	-9	25
CC(C)(C)c1ccc(-c2cc(-c3ccccc3O)[nH]n2)cc1	-13	-3.3	0	-24	58*	-1	-8	22	43
COc1ccc(CN2CCn3ncc(C(=O)Nc4cccc(C)c4)c3C2=O)cc1	8	4.0	0	-12	-6	17	1	12	9
Cc1cc(O)c(Sc2ncn[nH]2)cc1NS(=O)(=O)c1ccc(Cl)cc1	-2	-0.7	-1	-58	-5	-16	-4	-15	4
Cc1ccc(C2(O)CN(c3ccccc3C)C3=[N+]2CCS3)cc1 (stereo unspecified)	6	0.3	0	21	-5	12	-3	14	23
CCNC(=S)N1CCNC(=O)C1CC(=O)OC (stereo unspecified)	-8	1.2	-3	5	-11	6	3	-5	9
CCOc1cc(/C=N\Nc2nc(-c3ccc(C)cc3)c(NC(C)=O)s2)ccc1O	-7	-2.8	0	-26	7	-1	0	-2	10
N#Cc1c(NC(=O)CN2C(=O)c3ccccc3C2=O)oc(-c2ccccc2)c1-c1ccccc1	1	-0.8	-6	16	4	21	-3	-4	11
Cc1ccc(N(CCC#N)C(=O)COC(=O)C2=COCCO2)cc1	3	-0.2	-3	3	9	20	-2	-3	-1
O=C(CC1C(=O)N(c2ccccc2)C(=O)N1C1CCCCC1)Nc1ccccc1 (stereo unspecified)	2	-1.0	-4	11	6	6	-1	-10	27
O=C1CCC(C(=O)N2CCSCC2)CN1Cc1cccc(C(F)(F)F)c1 (stereo unspecified)	-3	2.4	-6	-17	-7	-4	-3	1	1
CSc1ccccc1OCc1cc(C(=O)NCCc2nc(C)cc(C)n2)no1	4	4.4	1	-1	-13	-1	7	-2	17

Some of the compounds tested; the hit share may differ from the screen's.
